GPR55 LPI antagonism = GPR55 antagonists blocking LPI-driven arrestin recruitment, primary screen, imaging, U2OS, beta-arrestin-GFP, LPI agonist (AID 2013); G-protein coupled receptor 55 (Homo sapiens); 0.13% of 290,000 active; inhibition, % at 10 µM, or IC50 in µM where a hit was titrated; U2OS GPR55 beta-arrestin-GFP translocation imaging, LPI antagonism; higher % means a stronger effect;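 active = spots per cell inhibited over 60%, with over 100 cells counted and total cytoplasm intensity under 500,000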;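 note: U2OS cells stably carrying GPR55 and arrestin-GFP stimulated by 5 µM LPI near EC80; imaged beta-arrestin-GFP aggregate spots per cell after agonist stimulation; plate controls were LPI-stimulated DMSO wells for no effect and DMSO wells without LPI for full effect; some results filed as inactive read as strong as hits; confirmed hits need IC50 under 10 µM and bright autofluorescent wells are also inconclusive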
GPR35 antagonists = GPR35 antagonists blocking zaprinast-driven arrestin recruitment, primary screen, imaging, U2OS, beta-arrestin-GFP, zaprinast agonist (AID 2058). U2OS GPR35 beta-arrestin-GFP translocation imaging, zaprinast antagonism; higher % means a stronger effect. one-dose inhibition, % at 10 µM; IC50 in µM for titrated hits. G-protein coupled receptor 35 (Homo sapiens). 0.052% of 290,000 active;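 active = inhibition of at least 50% with at least 30 cells and total cytoplasm GFP at most 10,000,000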
HIV fusion peptide = inhibitors of HIV fusion peptide binding, primary screen, biochemical, uHTS, fluorescence dequenching (AID 1986) | 0.3% of 290,000 active | cell-free peptide binding, fluorescence dequenching, 30 min; higher % means a stronger effect | one-dose inhibition, % at 20 µM; IC50 in µM for titrated hits; in the data active = inhibition mostly above about 52%, no sharp cut-off; inactive = mostly below about 76%; note: some results filed as inactive read as strong as hits
UTI89 phage lysis = inhibition of K1F phage lysis, E. coli UTI89, bacterial capsule biogenesis inhibitors, alamar blue (AID 488966); 0.02% of 340,000 active; one-dose inhibition, % at 100 µM; IC50 in µM for titrated hits; E. coli UTI89 K1F phage lysis, alamar blue, 2 h; higher % means a stronger effect;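 active = phage lysis inhibition, versus mean bacterial control, above a set limit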;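 note: capsule biogenesis inhibitors block K1F phage lysis so surviving cells raise fluorescence; higher fluorescence means more inhibition of phage lysis; actives were called in the ten point dose series up to 300 µM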
NS5 inhibitors = Dengue-2 NS5 methyltransferase inhibitors, primary screen, biochemical, confirmation dose response (AID 588689). Genome polyprotein (Dengue virus type 2 (strain 16681-PDK53)). Dengue-2 NS5 methyltransferase capping enzyme assay, biochemical; higher % means a stronger effect. inhibition, % at 25 µM; hits with a dose series show IC50 in µM. 0.3% of 340,000 active; in the data active = a potency from the dose series
NTR1 agonist = agonists of NTR1, primary screen, imaging, U2OS cells, beta-arrestin-GFP, high content (AID 493036); Neurotensin receptor type 1 (Homo sapiens), P30989; NTR1-U2OS beta-arrestin-GFP spot imaging, agonist mode; activation, % at 20 µM; 0.17% of 330,000 active;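 active = activation at or above 40% of the spot to cytoplasm intensity ratio, with at least 20 cells analyzed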;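 note: 0% = DMSO without peptide and 100% = 100 nM NTR1 peptide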
Target sequence (P30989 whole entry, looked up): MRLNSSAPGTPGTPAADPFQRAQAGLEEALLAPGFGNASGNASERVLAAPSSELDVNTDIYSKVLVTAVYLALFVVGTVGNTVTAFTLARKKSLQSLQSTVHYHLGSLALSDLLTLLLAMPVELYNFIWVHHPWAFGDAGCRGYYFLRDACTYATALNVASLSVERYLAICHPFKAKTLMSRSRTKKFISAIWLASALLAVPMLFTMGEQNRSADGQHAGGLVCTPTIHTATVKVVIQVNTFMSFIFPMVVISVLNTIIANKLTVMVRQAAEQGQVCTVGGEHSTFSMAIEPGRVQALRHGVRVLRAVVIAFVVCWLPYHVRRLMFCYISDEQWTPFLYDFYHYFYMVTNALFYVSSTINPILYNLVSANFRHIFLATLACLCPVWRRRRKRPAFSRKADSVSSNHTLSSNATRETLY
AID2073 = inhibitors of Mint1-CaV2.2 protein interaction, biochemical, HTRF (AID 2073); HTRF protein-protein interaction, Mint1-CaV2.2; higher % means a stronger effect; 0.19% of 290,000 active; Voltage-dependent N-type calcium channel subunit alpha-1B (Homo sapiens); inhibition, % at 20 µM, or IC50 in µM where a hit was titrated; in the data active = inhibition mostly above about 51%, no sharp cut-off; note: some results filed as inactive read as strong as hits
GPR55 beta-arrestin = GPR55 agonists via beta-arrestin recruitment, primary screen, imaging, U2OS cells, beta-arrestin-GFP redistribution (AID 1961) | G-protein coupled receptor 55 (Homo sapiens) | U2OS GPR55 beta-arrestin-GFP redistribution imaging; higher % means a stronger effect | one-dose activation, % at 10 µM; EC50 in µM for titrated hits | 0.048% of 290,000 active;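 active = activation above 40% with more than 50 cells counted in the well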;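 note: U2OS osteosarcoma cells stably expressing GPR55 and beta-arrestin-GFP; plate controls were DMSO negative control for no effect and LPI positive control for full effect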
Siah-1 displacement = Siah-1 peptide-binding antagonists, primary screen, biochemical, fluorescence polarization, rhodamine-plectin, uHTS (AID 1817) | Siah-1 / rhodamine-plectin peptide fluorescence polarization; higher % means a stronger effect | one-dose displacement, % at 20 µM; IC50 in µM for titrated hits | E3 ubiquitin-protein ligase SIAH1 (Homo sapiens) | 0.02% of 290,000 active;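 active = displacement of at least 50% at 20 µM, with a fluorescence ratio check between 0.3 and a set limit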;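 note: plate controls were Siah plus tracer with DMSO for no effect and tracer alone without Siah for full effect; strong numbers were not always called active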
NTR1 agonist cell count 20 µM = second read-out of NTR1 agonist, no call of its own (marks repeat the call); cell count; measured here: cell count, cytotoxicity flag
NS5 inhibitors pilot replicate = also measured in NS5 inhibitors; calls as there; inhibition, %; measured here: pilot screen replicate inhibition
Starred values were filed as active, the others as inactive; . = not tested or not shown; [ ] = remark or other dose. No enrichment for hits. About 1.2% of those tested had a hit in this group.

SMILES | GPR55 LPI antagonism | GPR35 antagonists | HIV fusion peptide | UTI89 phage lysis | NS5 inhibitors | NTR1 agonist | NTR1 agonist cell count 20 µM | AID2073 | GPR55 beta-arrestin | Siah-1 displacement | others
COc1ccc(C2=Nn3c(nnc3C3CCCCC3)SC2)cc1OC | -7% | 2% | -0.7% | -0.8% | 3% | 1.4 | 82 | -3% | 0.2% | 3% | NS5 inhibitors pilot replicate=4.2
CCc1ccccc1NC(=O)C1CC(c2ccc(OC)cc2)=NO1 (configuration not stated) | 4% | 6% | -1.5% | -0.2% | 1% | -0.2 | 82 | 0% | 0.0% | -3%
CCN(Cc1ccccc1)C(=O)c1[nH]c2ccc(OC)cc2c1C | -4% | -22% | 0.2% | 0.2% | -8% | 0.7 | 95 | 7% | 0.5% | 0%
c1ccc(-c2cccc(-c3ccccn3)n2)nc1 | -7% | 2% | 0.1% | -6.1% | 5% | -0.9 | 80 | 14% | 0.5% | -5%
COc1cc(NC(N)=S)c(OC)cc1Cl | 4% | 2% | -1.6% | 0.5% | -1% | -0.2 | 58 | 8% | -0.1% | 0%
CCN(CC)S(=O)(=O)c1ccc(NC(=O)COC(=O)CN2C(=O)c3ccccc3C2=O)cc1 | 9% | 1% | -2.5% | 0.7% | -6% | -2.6 | 93 | 0% | 0.0% | 3% | NS5 inhibitors pilot replicate=4.1
CCC(C(=O)Nc1ccc(C(=O)N2CCCC2)cc1)c1ccccc1 (configuration not stated) | -6% | -6% | 2.2% | 0.0% | 4% | 0.3 | 71 | -10% | -0.2% | 8%
COc1ccc(S(=O)(=O)N(CC(C)C)CC(C)C)c2cccnc12 | -12% | 10% | 12% | 0.0% | 3% | 0.4 | 46 | 36% | 0.3% | -2%
Cc1cccnc1Nc1nc(-c2ccc(O)c(O)c2)cs1 | -7% | 13% | 2.4% | -1.8% | 1% | 10 | 57 | -39% | 1.9% | -6%
COc1ccc(C)cc1S(=O)(=O)N(CC(=O)Nc1cc([N+](=O)[O-])ccc1C)c1ccc(C)c(C)c1 | 13% | -2% | -1.0% | 3.0% | -1% | -0.4 | 44 | 3% | 1.0% | 5%
O=C(CCCn1c(SCC(=O)c2ccc(O)c(O)c2)nc2ccccc2c1=O)NCC1CCCO1 (configuration not stated) | 3% | 14% | 0.7% | 1.1% | 1% | 3.4 | 82 | 23% | -0.1% | -9% | NS5 inhibitors pilot replicate=2.6
O=C(Nc1ccccc1C(=O)O)c1ccc(NC(=O)C2CCCO2)cc1 (configuration not stated) | 3% | -7% | 2.0% | 0.8%[50 µM] | 9% | -0.7 | 49 | 9% | 0.3% | 3%
CCOc1ccc(CN2CCN(Cc3cnn(CC)c3C)CC2CCO)cc1 (configuration not stated) | 4% | 12% | -1.1% | 3.3% | . | -0.4 | 84 | -5% | -0.2% | 1%
O=S(=O)(c1ccc2c(c1)OCCO2)N1CCN(c2ncnc3sccc23)CC1 | -10% | 12% | -1.5% | . | . | 1.9 | 98 | 4% | 0.6% | 7%
Cc1ccc2oc(-c3ccc(NC(=O)c4cccnc4)cc3)nc2c1 | 3% | -18% | -0.4% | 0.7% | -6% | 3.6 | 52 | 6% | -0.3% | 4%
Cc1cccc2c1CC(C)(C)N=C2C1=C(O)CC(C)(C)CC1=O | -15% | 6% | -1.9% | 0.4% | -1% | -0.5 | 38 | -2% | -0.1% | 1%
CCC(C)NC(=O)C1c2cc(OC)c(OC)cc2C(=O)N(C)C1c1cccs1 (configuration not stated) | 4% | -3% | -1.6% | 0.3% | -1% | -0.6 | 86 | 0% | -0.1% | -2%
CNC(=S)NNC(=O)Cn1ccc(C)n1 | -5% | 0% | 0.0% | 1.6% | -3% | 0.3 | 55 | -33% | 0.2% | -1%
N/C(=N\OC(=O)c1ccccc1Br)c1ccc([N+](=O)[O-])cc1 | -2% | -5% | -0.8% | 0.2% | -10% | 0.9 | 60 | 0% | 0.5% | 21%
FC(F)(F)c1cnc(NNC(=S)Nc2ccc(Cl)cc2)c(Cl)c1 | -3% | -17% | 3.6% | -6.8% | -4% | 3.7 | 42 | -6% | -0.2% | -13%
COc1ccc(OC)c(NC(=O)c2cc(OC(C)=O)cc(C(=O)Nc3cc(OC)ccc3OC)c2)c1 | 0% | 21% | 0.4% | 0.1% | 0% | 11 | 51 | 22% | -0.2% | 4% | NS5 inhibitors pilot replicate=-3.6
CC(C)=NN/C(N)=N/C(=S)Nc1ccc(C)cc1 | 18% | 5% | -1.7% | 0.5% | -6% | 1.6 | 49 | -16% | -0.3% | 1%
COc1ccc(/C=N/NC(=O)c2cc3cc(OC)c(OC)cc3[nH]2)cc1 | 7% | -13% | -2.2% | 1.1% | -1% | 1.4 | 92 | 35% | -0.2% | 3%
CC1=CC(C)C(C[N+]2(C)CCCCC2)C(C)C1 (configuration not stated) | 3% | -4% | -1.8% | 0.1% | 16% | -1.2 | 83 | -3% | -0.3% | 3%
CN(C)S(=O)(=O)c1cccc(C(=O)Nc2n[nH]c(C(F)(F)F)n2)c1 | 0% | 9% | -0.8% | 3.1% | 1% | -2.2 | 59 | 13% | -0.1% | -5%

A draw from above in order of SMILES length, ascending:
SMILES | GPR55 LPI antagonism | GPR35 antagonists | HIV fusion peptide | UTI89 phage lysis | NS5 inhibitors | NTR1 agonist | NTR1 agonist cell count 20 µM | AID2073 | GPR55 beta-arrestin | Siah-1 displacement | others
c1ccc(-c2cccc(-c3ccccn3)n2)nc1 | -7% | 2% | 0.1% | -6.1% | 5% | -0.9 | 80 | 14% | 0.5% | -5%
O=C(Nc1ccccc1C(=O)O)c1ccc(NC(=O)C2CCCO2)cc1 (configuration not stated) | 3% | -7% | 2.0% | 0.8%[50 µM] | 9% | -0.7 | 49 | 9% | 0.3% | 3%
CCC(C)NC(=O)C1c2cc(OC)c(OC)cc2C(=O)N(C)C1c1cccs1 (configuration not stated) | 4% | -3% | -1.6% | 0.3% | -1% | -0.6 | 86 | 0% | -0.1% | -2%

The listing continues:
SMILES | GPR55 LPI antagonism | GPR35 antagonists | HIV fusion peptide | UTI89 phage lysis | NS5 inhibitors | NTR1 agonist | NTR1 agonist cell count 20 µM | AID2073 | GPR55 beta-arrestin | Siah-1 displacement | others
Cc1cccc(NC(=O)c2ccc3c(c2)CCN3S(C)(=O)=O)c1C | -2% | -3% | 0.7% | 0.1% | -2% | 0.6 | 47 | 13% | 0.4% | 1% | NS5 inhibitors pilot replicate=0.3
COCCn1c(=O)[nH]c2cc(C(=O)NCCc3ccc(OC)c(OC)c3)ccc2c1=O | 22% | -1% | -0.6% | 1.1% | -5% | -1.9 | 76 | -5% | -0.1% | 0%
COc1ccc(Cc2nnc(Nc3c(C)cccc3C)o2)cc1OC | -10% | 8% | 0.2% | 0.4% | 2% | -0.9 | 43 | -5% | -0.2% | 1%
CC(=O)c1ccc(N2CCN(C(=O)CCC(=O)Nc3ccc4nc(N5CCN(C)CC5)cc(C)c4c3)CC2)cc1 | 0% | -10% | -0.1% | 0.0% | -8% | 14 | 59 | 9% | -0.1% | 2%
Cc1ccccc1NS(=O)(=O)c1ccc(C(=O)OCC(=O)NCC(C)C)cc1 | 1% | -4% | -0.4% | -2.8% | 0% | 2.4 | 51 | -10% | -0.1% | -5%
COc1ccc(-c2nc3cc(NC(=O)c4ccc5c(c4)OCO5)ccc3o2)cc1 | 14% | 15% | 0.8% | 0.2% | -1% | 1.6 | 84 | 45% | 0.2% | 14%
O=C(O)CCC(=O)N1CCc2cc(S(=O)(=O)N3CC=C(c4ccccc4)CC3)ccc21 | 6% | 1% | -2.3% | -0.6% | 3% | -0.1 | 68 | 1% | -0.1% | 0%
COc1ccc(C(=O)Oc2ccc3ccc(=O)oc3c2)cc1 | 6% | 1% | 2.3% | -0.1% | -6% | -0.2 | 73 | 20% | -0.1% | 23%
Cc1nnc(NC(=O)CSc2ncc(-c3ccccc3)[nH]2)s1 | 0% | 12% | -0.2% | 0.1% | -6% | -1.3 | 61 | 3% | -1.9% | 8%
COc1ccc(CCC(=O)NCCc2ccc(Cl)cc2)cc1 | 1% | -1% | -1.1% | 0.5% | -9% | 1.0 | 47 | 4% | . | 0%
CCOC(=O)/C(N=Nc1ccc(Cl)cc1)=C(/O)c1ccc([N+](=O)[O-])cc1 | 3% | 11% | 2.0% | -0.7% | 4% | 0.5 | 56 | 18% | 0.0% | 4%
CCCCNS(=O)(=O)c1ccc2nc(-c3cccnc3)cc(C(=O)NC3CCCC3)c2c1 | 13% | 12% | -0.9% | 0.9% | 5% | 1.3 | 63 | 7% | -0.3% | 3%
Cc1ccccc1C(=O)N(CC(=O)Nc1sc(C)c(C)c1C(N)=O)C1CCCC1 | -10% | -10% | 2.1% | 1.5% | 2% | 2.1 | 71 | -8% | -0.2% | -1%
O=C(NN=C(Cc1ccccc1)Cc1ccccc1)C1CC1 | 0% | 7% | -0.5% | 0.0% | 9% | -1.2 | 53 | -8% | -0.6% | 2%
NS(=O)(=O)c1ccc(NC(=O)COC(=O)c2ccc3c(c2)OCCO3)cc1 | -2% | -1% | -0.3% | 0.1% | -13% | 1.9 | 64 | 2% | -0.7% | -5%
Cc1c(C(=O)N2c3ccccc3Sc3ccccc32)cccc1[N+](=O)[O-] | -7% | -2% | -0.1% | 5.3% | -5% | 4.2 | 60 | 14% | -0.1% | -6%
O=C1/C(=C/Nc2cccc([N+](=O)[O-])c2)CCc2ccccc21 | 5% | 5% | 3.8% | -0.2% | -3% | 9.4 | 83 | -39% | -0.3% | 6%
CC1CC(C)CN(C(=O)c2nn(C)c3c2CS(=O)(=O)c2ccccc2-3)C1 (configuration not stated) | -10% | 3% | -1.1% | 0.3% | -6% | -0.6 | 68 | 4% | -0.1% | -2%
CCc1nn(CCCC(=O)N2CCN(c3cccc(C)c3C)CC2)c(=O)c2cc3occc3n12 | 19% | -3% | -0.4% | -0.2% | -4% | 37 | 69 | 4% | 0.2% | 8%
CCOc1ccc(C(CC(=O)O)NC(=O)C(CC)c2ccccc2)cc1 (configuration not stated) | 5% | 1% | 0.1% | 0.1% | 0% | 0.2 | 59 | 4% | 0.0% | -3%
COc1ccc(S(=O)(=O)NC(C)C(=O)Nc2ccc3c(c2)OCO3)cc1OC (configuration not stated) | 6% | 0% | -2.6% | 0.3% | 1% | 2.5 | 55 | -4% | 0.3% | -3%
